TSG101-PTAP inh: TSG101-PTAP interaction inhibition, HIV-1 budding. Potency, µM (top dose mostly 115 µM), for inactives: top-dose activity change, negative = inhibition, most hits filed as inhibitors. Fluorescence polarization, FITC-PTAP peptide/Tsg101, 20 min. 44,000 tested, under 10 active. AID 1347069; further: potency means the concentration at half of the fitted maximal effect; 0% is about no effect
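Fluorescence polarization binding of Tsg101 binding domain (10 uM final) to FITC-labeled PTAP-motif peptide (50 nM final) in HEPES pH 7.5/NaCl/Tween 20/EDTA/TCEP buffer; 20 min at r.t. Actives by curve class, <25 µM, efficacy <60% inhibition.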
GALK inh: inhibitors of human galactokinase (GALK). Potency, µM (highest dose often 57.5 µM), for inactives: at the highest dose activity, negative = inhibition, actives largely listed as inhibitors. recombinant GALK, Kinase-Glo ATP luminescence, 1 h. AID 1347072. 44,000 tested, under 10 active;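 further: plate controls were full GALK reaction for no effect and reaction lacking GALK for full effect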
Target sequence (P51570 whole entry, looked up): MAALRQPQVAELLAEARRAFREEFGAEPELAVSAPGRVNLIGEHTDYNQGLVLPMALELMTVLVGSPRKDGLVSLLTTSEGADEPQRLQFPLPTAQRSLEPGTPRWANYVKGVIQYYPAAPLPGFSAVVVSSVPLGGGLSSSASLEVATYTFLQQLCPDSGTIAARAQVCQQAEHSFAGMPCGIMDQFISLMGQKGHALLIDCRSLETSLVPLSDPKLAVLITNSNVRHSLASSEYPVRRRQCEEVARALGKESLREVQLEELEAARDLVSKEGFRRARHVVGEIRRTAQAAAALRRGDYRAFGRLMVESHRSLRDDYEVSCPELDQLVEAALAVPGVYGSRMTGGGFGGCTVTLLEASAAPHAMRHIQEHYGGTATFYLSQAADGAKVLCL
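5 nM GALK with 35 µM ATP and 100 µM galactose in HEPES pH 8.0, MgCl2, NaCl, DTT, BSA; 1 h RT reaction, remaining ATP detected by Kinase-Glo Plus luminescence after 10 min; qHTS concentration series.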
p53null 32C kill: selectivity test: cytotoxicity in p53 null cells, permissive temperature; H1299-neo p53 null cells, ATP luminescence, 24 h, 32C; Potency, µM (series often up to 46.1 µM), for the others: at the top dose activity change, negative = cytotoxicity, most hits filed as cytotoxic; 0.62% of 55,000 active;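 further: potency means the concentration at half of the fitted maximal effect; 0% = DMSO only and -100% = full killing by 100 µM tamoxifen; nearly all actives have a fitted effect of over 55% in size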
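Overnight 37C seeding (600 cells/well) of H1299-neo preceded a 24 hr, 32C exposure to compounds up to 46 uM. ATP levels, read by luminescence after 20 min at RT, indicated surviving cells.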
B2AR arrestin ag: beta-arrestin recruitment by human beta2-adrenergic receptor ligands; 44,000 tested, under 10 active; Potency, µM (top dose mostly 46.1 µM), for inactives: at the top dose activation, usual class: activators; HTLA Tango cells, beta-arrestin recruitment, luciferase luminescence, 18 h; P07550;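 further: potency means the concentration at half of the fitted maximal effect; 0% = DMSO and full agonism = EC100 isoproterenol or metaproterenol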
Target sequence (P07550 whole entry, looked up): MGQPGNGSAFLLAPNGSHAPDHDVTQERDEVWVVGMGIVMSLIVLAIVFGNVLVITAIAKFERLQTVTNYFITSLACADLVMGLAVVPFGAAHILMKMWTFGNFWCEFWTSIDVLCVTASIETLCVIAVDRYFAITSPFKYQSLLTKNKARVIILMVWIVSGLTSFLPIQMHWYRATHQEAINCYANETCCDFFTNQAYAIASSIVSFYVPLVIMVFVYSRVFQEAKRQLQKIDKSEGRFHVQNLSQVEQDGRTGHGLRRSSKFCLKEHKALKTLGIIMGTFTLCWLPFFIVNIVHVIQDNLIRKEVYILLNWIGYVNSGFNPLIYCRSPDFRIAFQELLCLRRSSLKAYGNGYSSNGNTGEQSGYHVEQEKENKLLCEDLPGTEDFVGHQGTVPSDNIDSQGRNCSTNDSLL
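Tango cells (recombinant beta2-AR, beta-arrestin, tTA-driven luciferase), 1500/well in DMEM 1% FBS, treated 18 h at 37 °C with compounds up to 46 µM; luciferin mix added, luminescence read after 15 min; %activity curves fitted and curve-classed.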
NTMT1 inh: inhibitors of human N-terminal methyltransferase NTMT1. Potency, µM (series often up to 114 µM), inactives show at the highest dose activity change, negative = inhibition, hits mostly inhibitors. Q9BV86. NTMT1 MTase-Glo SAH luminescence, purified enzyme. 2.5% of 59,000 active;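 further: potency means the concentration at half of the fitted maximal effect; plate controls were DMSO vehicle for no effect and no enzyme for full effect; nearly all actives have a fitted effect of over 65% in size; many of its hits are not listed in these tables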
Target sequence (Q9BV86 whole entry, looked up): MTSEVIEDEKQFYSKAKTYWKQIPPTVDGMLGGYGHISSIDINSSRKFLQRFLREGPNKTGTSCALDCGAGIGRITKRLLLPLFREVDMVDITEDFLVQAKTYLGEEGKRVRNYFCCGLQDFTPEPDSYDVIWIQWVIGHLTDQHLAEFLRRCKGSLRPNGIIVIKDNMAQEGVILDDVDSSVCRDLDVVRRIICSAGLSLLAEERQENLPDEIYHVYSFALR
FH mod: Identification of activators of human fumarate hydratase by quantitative high-throughput screening. FH coupled MDH/diaphorase resazurin fluorescence, 15 min. Potency, µM (series often up to 79.9 µM), for the others: at the top dose activity change, negative = inhibition, hits mostly inhibitors. 0.22% of 54,000 active. AID 1347055, 2019; further: potency means the concentration at half of the fitted maximal effect; on the % scale 0 is the no-effect control and ±100 the full control effect; the screen sought activators but most active calls are inhibition curves; nearly all actives have a fitted effect of over 45% in size
p53null 39C kill: selectivity test: cytotoxicity in p53 null cells, nonpermissive temperature | H1299 p53-null (neo) cells, 39C, ATPlite viability, 24 h | Potency, µM (titrated, usually from 46.1 µM), inactives show at the top dose activity, negative = cell killing, most hits filed as cytotoxic | 0.97% of 55,000 active;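 further: potency means the concentration at half of the fitted maximal effect; 0% = DMSO only and -100% = full killing by 100 µM tamoxifen; nearly all actives have a fitted effect of over 50% in size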
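H1299 lung cancer cells, p53-null (H1299-neo) or expressing p53 A138V (H1299-p53A138V), were plated overnight at 37C, then exposed to compounds at up to 46 uM for 24 hr at 39C. Viability was read by ATP-based luminescence.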
Numbers without * were called inactive; [ ] = remark or other dose. The call rests on the fitted dose curve; in most records, active means well fitted curve in the direction sought with a large enough effect; inconclusive means small, poorly fitted or top-dose-only effect, or another doubt; inactive means no such curve, though single readings can be large; an effect the other way counts as inactive or inconclusive. Only part of the results is shown. The share of hits here may be higher or lower than overall.

Start of the listing, in advance, 2 compounds:
`CCOC(=O)N1CCc2c(sc3c2c(=O)n(CCc2ccccc2)c(=O)n3CC(=O)Nc2ccccc2C)C1` gave TSG101-PTAP inh -3%, GALK inh -7%, p53null 32C kill 2%, B2AR arrestin ag 1%, NTMT1 inh 4%, FH mod -9% and p53null 39C kill 19%.
For Cc1c(-c2ccccc2)c(=O)oc2c(CN3CCOCC3)c(O)ccc12 the results were TSG101-PTAP inh 1%, GALK inh 2%, p53null 32C kill -16%, B2AR arrestin ag 0%, NTMT1 inh 5%, FH mod -3% and p53null 39C kill 6%.

The list itself, previewed entries included:
`CCOC(=O)N1CCc2c(sc3c2c(=O)n(CCc2ccccc2)c(=O)n3CC(=O)Nc2ccccc2C)C1` gave TSG101-PTAP inh -3%, GALK inh -7%, p53null 32C kill 2%, B2AR arrestin ag 1%, NTMT1 inh 4%, FH mod -9% and p53null 39C kill 19%.
For Cc1c(-c2ccccc2)c(=O)oc2c(CN3CCOCC3)c(O)ccc12 the results were TSG101-PTAP inh 1%, GALK inh 2%, p53null 32C kill -16%, B2AR arrestin ag 0%, NTMT1 inh 5%, FH mod -3% and p53null 39C kill 6%.
Screening CCOc1ccc(Cn2c(CNS(=O)(=O)c3ccc(Cl)s3)nc3cccnc32)cc1 returned TSG101-PTAP inh -1%, GALK inh 1%, p53null 32C kill 24%, B2AR arrestin ag 0%, NTMT1 inh 20%, FH mod 1% and p53null 39C kill 9%.
Screening O=C(Nc1ccc(S(=O)(=O)N(Cc2ccccc2)c2ccccc2)cc1)c1ccccc1F returned TSG101-PTAP inh 0%, GALK inh -9%, p53null 32C kill -1%, B2AR arrestin ag -3%, NTMT1 inh -6%, FH mod -30% and p53null 39C kill -4%.
For COc1cccc(-n2c(C)nc3c(cnn3-c3ccc(C)c(C)c3)c2=O)c1 the results were TSG101-PTAP inh -10%, GALK inh 8%, p53null 32C kill 11%, B2AR arrestin ag -2%, NTMT1 inh 0%, FH mod -10% and p53null 39C kill -13%.
`Nc1nn(-c2ccccc2)nc1C(=O)OCc1ccccc1Br` gave TSG101-PTAP inh -7%, GALK inh 8%, p53null 32C kill -16%, B2AR arrestin ag 1%, NTMT1 inh 11%, FH mod -12% and p53null 39C kill -8%.
For COc1cccc(N2CCN(C(=O)c3cc4c(s3)-c3c(C)cccc3OC4)CC2)c1 the results were TSG101-PTAP inh -5%, GALK inh 0%, p53null 32C kill 8%, B2AR arrestin ag 0%, NTMT1 inh 2%, FH mod -16% and p53null 39C kill -8%.
CN(c1ccccc1)S(=O)(=O)c1nnc(NC(=O)COc2ccccc2)s1 was read as TSG101-PTAP inh -3%, GALK inh -3%, p53null 32C kill -11%, B2AR arrestin ag 0%, NTMT1 inh 2%, FH mod 2% and p53null 39C kill inconclusive.
For CC(C)(C)C(=O)NCCc1nc2ccccc2n1CCCCOc1ccc(Cl)cc1 the results were TSG101-PTAP inh -8%, GALK inh 3%, p53null 32C kill 49%[activator], B2AR arrestin ag -1%, NTMT1 inh 11%, FH mod -3% and p53null 39C kill inconclusive.
`CCc1cccc(NC(=O)c2coc(=O)c3ccccc23)c1` gave TSG101-PTAP inh -1%, GALK inh 0%, p53null 32C kill 15%, B2AR arrestin ag 1%, NTMT1 inh -17%, FH mod -4% and p53null 39C kill -5%.
For CCCCN(C)C(=O)c1cn(C)c2ccc(S(=O)(=O)N3CCC(C)CC3)cc2c1=O the results were TSG101-PTAP inh -7%, GALK inh 1%, p53null 32C kill 0%, B2AR arrestin ag -2%, NTMT1 inh 0%, FH mod -6% and p53null 39C kill -3%.
Cc1ccc(CNC(=O)c2cccn2-c2nnc(N3CCCCC3)s2)cc1 was read as TSG101-PTAP inh 0%, GALK inh -2%, p53null 32C kill -9%, B2AR arrestin ag 3%, NTMT1 inh inconclusive, FH mod -20% and p53null 39C kill -18%.
For Cc1ccc(-n2cc(C(=O)Oc3cccc(C)c3)c3ccccc3c2=O)cc1 the results were TSG101-PTAP inh -1%, GALK inh 5%, p53null 32C kill -2%, B2AR arrestin ag 0%, NTMT1 inh 9%, FH mod -30% and p53null 39C kill 15%.
Screening Cc1ccc(C)c(N2CCN(C(=O)c3cc(S(=O)(=O)N4CCCCC4)cn3C)CC2)c1 returned TSG101-PTAP inh 2%, GALK inh 2%, p53null 32C kill 26%, B2AR arrestin ag 2%, NTMT1 inh 20%, FH mod 6% and p53null 39C kill 30%.
`CCc1ccc(C2=C(C)C(N3CCC(C(=O)NCc4ccccc4)CC3)=NS2(=O)=O)cc1` gave TSG101-PTAP inh 0%, GALK inh -2%, p53null 32C kill -16%, B2AR arrestin ag -1%, NTMT1 inh 17%, FH mod 1% and p53null 39C kill -24%.
Screening COc1cc([N+](=O)[O-])ccc1NC(=O)N1CCN(c2cc(-c3noc(C)n3)ccc2C)CC1 returned TSG101-PTAP inh -2%, GALK inh -6%, p53null 32C kill 1%, B2AR arrestin ag 0%, NTMT1 inh -2%, FH mod -7% and p53null 39C kill 21%.
CCS(=O)(=O)c1nc(S(=O)(=O)c2ccc(Cl)cc2)c(NCc2ccc(Cl)cc2)s1 was read as TSG101-PTAP inh 0%, GALK inh 2%, p53null 32C kill 3%, B2AR arrestin ag -4%, NTMT1 inh 14%, FH mod -11% and p53null 39C kill -12%.
For CCc1ccc(S(=O)(=O)c2nnn3c2nc(N(CC)Cc2ccccc2)c2cc(Cl)ccc23)cc1 the results were TSG101-PTAP inh 19%, GALK inh 0%, p53null 32C kill 2%, B2AR arrestin ag -1%, NTMT1 inh 4%, FH mod -5% and p53null 39C kill -8%.
Cc1cccc(Cn2nc(C)n3c(cc4cc(C)ccc43)c2=O)c1 was read as TSG101-PTAP inh 1%, GALK inh 5%, p53null 32C kill 0%, B2AR arrestin ag -4%, NTMT1 inh 11%, FH mod -17% and p53null 39C kill -4%.
`Cc1ccc2oc(C(=O)Nc3sc4c(c3C(=O)NCc3ccccc3)CCCC4)cc(=O)c2c1` gave TSG101-PTAP inh -6%, GALK inh -9%, p53null 32C kill -3%, B2AR arrestin ag 8%, NTMT1 inh 11%, FH mod 7% and p53null 39C kill 21%.
For CCC(CC)C(=O)Nc1cccc(-c2nc3ccccc3s2)c1 the results were TSG101-PTAP inh -1%, GALK inh 3%, p53null 32C kill 4%, B2AR arrestin ag -4%, NTMT1 inh inconclusive, FH mod -36% and p53null 39C kill -2%.
COc1ccc(Nc2nc3ccc(Cl)cc3n3nnnc23)cc1OC was read as TSG101-PTAP inh -12%, GALK inh 1%, p53null 32C kill 3%, B2AR arrestin ag 1%, NTMT1 inh 10%, FH mod -3% and p53null 39C kill -17%.
Screening Cc1ccc(C)c(N2CCN(Cc3nnc(-c4ccccc4)o3)CC2)c1 returned TSG101-PTAP inh 2%, GALK inh 0%, p53null 32C kill -2%, B2AR arrestin ag -2%, NTMT1 inh 7%, FH mod -4% and p53null 39C kill -13%.
Screening Cc1cccc(NC(=O)CSc2nc(C)c(Cc3ccccc3)c(=O)[nH]2)c1C returned TSG101-PTAP inh 0%, GALK inh -1%, p53null 32C kill -4%, B2AR arrestin ag -1%, NTMT1 inh 21%, FH mod -6% and p53null 39C kill inconclusive.
COC(=O)c1ccc(NC(=O)CSc2ncc3c(n2)-c2cc(Cl)ccc2N(Cc2ccccc2)S3(=O)=O)cc1 was read as TSG101-PTAP inh -3%, GALK inh 1%, p53null 32C kill -2%, B2AR arrestin ag -1%, NTMT1 inh 10%, FH mod -11% and p53null 39C kill -10%.
Screening CC(=O)c1cccc(NC(=O)CN2C(=O)CCc3cc(S(=O)(=O)N4CCCCC4)ccc32)c1 returned TSG101-PTAP inh -7%, GALK inh -3%, p53null 32C kill -5%, B2AR arrestin ag -1%, NTMT1 inh -1%, FH mod -2% and p53null 39C kill 0%.
For CCCS(=O)(=O)c1ncc(Cl)c(C(=O)Nc2c(C(=O)Nc3ccccc3)oc3ccccc23)n1 the results were TSG101-PTAP inh 2%, GALK inh 1%, p53null 32C kill -29%, B2AR arrestin ag -1%, NTMT1 inh -3%, FH mod 9% and p53null 39C kill 16µM*.
`CCc1nnc(NC(=O)CSc2nccn2Cc2ccc(Cl)cc2)s1` gave TSG101-PTAP inh 0%, GALK inh 0%, p53null 32C kill -4%, B2AR arrestin ag 1%, NTMT1 inh -2%, FH mod -2% and p53null 39C kill -3%.
`CCOc1ccccc1CC1C(=O)Nc2ccc(Br)cc21` (centres undefined) gave TSG101-PTAP inh -9%, GALK inh -7%, p53null 32C kill 18%, B2AR arrestin ag -3%, NTMT1 inh inconclusive, FH mod -23% and p53null 39C kill inconclusive.
Screening Cc1cccc(-c2noc(-c3ccc(NCC4CCCO4)c([N+](=O)[O-])c3)n2)c1 (centres undefined) returned TSG101-PTAP inh 0%, GALK inh 0%, p53null 32C kill -21%, B2AR arrestin ag 0%, NTMT1 inh 14%, FH mod 0% and p53null 39C kill 8%.
Screening COc1cc(CN(CC2CCCO2)C(=O)c2ccccc2F)cc(OC)c1OC (centres undefined) returned TSG101-PTAP inh -1%, GALK inh 0%, p53null 32C kill 2%, B2AR arrestin ag 8%, NTMT1 inh 18%, FH mod 2% and p53null 39C kill 0%.
COc1cc(NC(=O)N2c3ccccc3Sc3ccccc32)cc(OC)c1 was read as TSG101-PTAP inh 0%, GALK inh 0%, p53null 32C kill -1%, B2AR arrestin ag -1%, NTMT1 inh 6%, FH mod inconclusive and p53null 39C kill -2%.
`CCN(CC)c1ccc(C(=O)Nc2ccc3nc(N(CC)CC)cc(C)c3c2)cc1` gave TSG101-PTAP inh 0%, GALK inh 1%, p53null 32C kill 12%, B2AR arrestin ag -2%, NTMT1 inh 0%, FH mod -14% and p53null 39C kill 15%.
For Cc1ccccc1-n1nc(CO)c(C(=O)NCC(c2ccccc2)c2ccccc2)n1 the results were TSG101-PTAP inh -3%, GALK inh 8%, p53null 32C kill 54%[activator], B2AR arrestin ag 0%, NTMT1 inh 2%, FH mod -22% and p53null 39C kill 5%.
For COc1cc(OC)cc(C(=O)Nc2ccc(S(=O)(=O)N3CCCCC3c3cccnc3)cc2)c1 (centres undefined) the results were TSG101-PTAP inh -26%, GALK inh 1%, p53null 32C kill 5%, B2AR arrestin ag inconclusive, NTMT1 inh 7%, FH mod -21% and p53null 39C kill 24%.
For CCCCc1nn2c(=O)cc(COC(=O)c3cccs3)nc2s1 the results were TSG101-PTAP inh -2%, GALK inh -7%, p53null 32C kill -12%, B2AR arrestin ag 0%, NTMT1 inh 0%, FH mod 2% and p53null 39C kill 3%.
Screening CCCOc1ccc(C(=O)NCC2OCCc3ccccc32)cc1 (centres undefined) returned TSG101-PTAP inh -1%, GALK inh 0%, p53null 32C kill -18%, B2AR arrestin ag 0%, NTMT1 inh 8%, FH mod -1% and p53null 39C kill -23%.

Assay outcomes: PubChem, National Center for Advancing Translational Sciences (NCATS)
